# High-throughput results deposited in PubChem by Sanford-Burnham Center for Chemical Genomics.
# HKDC1 inh: HKDC1 (human) hexokinase inhibition; Q2TB90; recombinant HKDC1, G6PDH/diaphorase resazurin coupled fluorescence; inhibition, % at 20 µM; hit rate 0.16% among 340,000; AID 493160;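 active = inhibition above about 35% when tested at 20 µM, limit read from the data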;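 also: plate controls were DMSO wells with enzyme for no effect and DMSO wells lacking enzyme for full effect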
# Target sequence (Q2TB90 whole entry, looked up): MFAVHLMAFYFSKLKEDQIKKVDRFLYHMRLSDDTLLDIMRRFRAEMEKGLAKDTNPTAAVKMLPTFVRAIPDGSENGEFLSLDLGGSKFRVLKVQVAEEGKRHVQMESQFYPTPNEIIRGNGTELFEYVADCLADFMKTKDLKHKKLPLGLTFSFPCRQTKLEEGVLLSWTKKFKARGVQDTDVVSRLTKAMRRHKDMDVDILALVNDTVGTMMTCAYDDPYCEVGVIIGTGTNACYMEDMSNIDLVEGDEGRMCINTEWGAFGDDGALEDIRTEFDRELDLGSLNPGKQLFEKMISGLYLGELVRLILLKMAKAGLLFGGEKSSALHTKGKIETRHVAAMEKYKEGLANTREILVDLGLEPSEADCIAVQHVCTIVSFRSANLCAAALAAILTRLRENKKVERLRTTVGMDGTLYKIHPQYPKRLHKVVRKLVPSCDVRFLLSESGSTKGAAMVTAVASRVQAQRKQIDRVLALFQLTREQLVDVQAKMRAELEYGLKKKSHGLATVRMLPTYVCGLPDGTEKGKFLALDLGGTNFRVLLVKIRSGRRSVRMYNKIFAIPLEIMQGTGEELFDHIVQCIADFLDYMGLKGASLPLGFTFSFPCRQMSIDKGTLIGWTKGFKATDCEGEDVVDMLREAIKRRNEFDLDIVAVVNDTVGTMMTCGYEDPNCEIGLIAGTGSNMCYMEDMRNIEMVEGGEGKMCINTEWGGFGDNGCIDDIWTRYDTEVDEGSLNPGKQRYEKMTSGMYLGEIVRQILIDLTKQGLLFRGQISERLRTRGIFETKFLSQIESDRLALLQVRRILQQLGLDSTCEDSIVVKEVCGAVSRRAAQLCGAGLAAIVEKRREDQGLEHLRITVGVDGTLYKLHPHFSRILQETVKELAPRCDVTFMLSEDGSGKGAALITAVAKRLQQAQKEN
#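 Material – in-house recombinant HK5 (HKDC1) enzyme · Quantity – HKDC1 at 5 µg/mL · Buffer or medium – pH 8.0 Tris buffer with 10 mM MgCl2 · Reagent – glucose with 1 mM ATP · Dosing – single 20 µM dose · Times – reaction time 90 min, room temperature, protected from light · Technique – resorufin fluorescence at 613 nm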
# ATG4B inh: ATG4B (human) cysteine protease inhibition. Q9Y4P1. ATG4B cleavage of LC3-PLA2, NBD-HPC fluorescence, 1 h. inhibition, % at 8.33 µM. hit rate 0.51% among 340,000; in the data active = inhibition above about 40%
# hIAP activ: human IAP activation; purified human IAP, CDP-Star luminescence, 30 min; hits give high values; 1 = vehicle-only enzyme, 0 = enzyme-free background; activation factor at 10 µM; hit rate 0.16% among 330,000;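 active = activation factor of the enzyme at least 2-fold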; also: the source names both 10 and 20 µM as test concentration; values of inactives mirror those of a sister screen read the other way
# mIAP activ: increases mouse intestinal alkaline phosphatase activity; muIAP, CDP-Star luminescence, 30 min; hits give high values; 1 = vehicle-only enzyme signal, 0 = enzyme-free wells; activation factor at 10 µM; hit rate 0.24% among 330,000; AID 2805;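 active = activation factor of at least 2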; also: the source names both 10 and 20 µM as test concentration; values of inactives mirror those of a sister screen read the other way
#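 Assay system: mouse IAP enzyme / Compound: DMSO-dissolved test compounds / Timing: 30 min, room temperature / Measured by: luminescence from enzymatic CDP-Star hydrolysis / Control set: DMSO-only wells, enzyme-free buffer wells as negative control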
# A3A deaminase: inhibitors of human APOBEC3A DNA deaminase. P31941. recombinant A3A, FAM/TAMRA ssDNA deamination fluorescence. inhibition, % at 20 µM. hit rate 0.41% among 330,000. AID 493011;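 active = at least 40% inhibition at 20 µM here, with at most 30% in a related deaminase screen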;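 also: plate controls were A3A with DMSO for no effect and wells lacking A3A enzyme for full effect; some results filed as inactive read as strong as hits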
# Target sequence (P31941 whole entry, looked up): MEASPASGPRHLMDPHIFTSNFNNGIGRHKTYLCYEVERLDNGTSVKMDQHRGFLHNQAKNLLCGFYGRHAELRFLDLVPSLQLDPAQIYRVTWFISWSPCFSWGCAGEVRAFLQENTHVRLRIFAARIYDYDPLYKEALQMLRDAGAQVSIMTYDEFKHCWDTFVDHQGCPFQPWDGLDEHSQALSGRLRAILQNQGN
# PfGluPho inh: PfG6PD (Plasmodium falciparum) enzyme inhibition; PfGluPho enzyme, NADPH resazurin-diaphorase fluorescence; inhibition, % at 20 µM; hit rate 0.78% among 350,000;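 active = inhibition reaching at least a set limit at 20 µM in the primary screen, cut at about 59% in these data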;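 also: 0% = DMSO wells with substrate and 100% = DMSO wells lacking glucose-6-phosphate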
# hIAP inh: blocks human intestinal alkaline phosphatase. P09923. purified IAP, CDP-Star luminescence, 30 min. inhibition, % at 10 µM. AID 2544. hit rate 0.12% among 330,000;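 active = inhibition reaching a set limit with compound at 10 µM in the primary screen, cut at about 35% in these data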;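 also: plate controls were DMSO wells with enzyme for no effect and no-enzyme buffer wells for full effect; values of inactives mirror those of a sister screen read the other way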
# mIAP inh: mouse IAP inhibition; inhibition, % at 10 µM; AID 2806; purified mouse IAP, CDP-Star luminescence, 30 min; hit rate 0.2% among 330,000;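 active = inhibition of at least 40% at 10 µM in the primary screen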;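 also: plate controls were DMSO with enzyme for no effect and no enzyme wells for full effect; values of inactives mirror those of a sister screen read the other way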
# * hit, by the source's call; nt = not tested or not shown.
SMILES,HKDC1 inh,ATG4B inh,hIAP activ,mIAP activ,A3A deaminase,PfGluPho inh,hIAP inh,mIAP inh
Nn1c(Cc2cccc3ccccc23)nnc1SCCOc1ccc(Br)cc1,2.7,-18.5,1.16,1.32,1.5,29.9,-15.7,-32.0
COC(=O)CCC(=O)Nc1c(C)n(C)n(-c2ccccc2)c1=O,-10.0,-5.8,0.971,0.929,-1.4,-7.8,2.9,7.1
O=C(CN1CCOCC1)Nc1ccc([N+](=O)[O-])cc1Br,13.7,1.6,0.955,1.08,-4.8,-13.4,4.5,-8.3
CC1Cc2ccccc2N1S(=O)(=O)c1cccc(C(=O)N2CC(=O)Nc3ccccc32)c1 (stereo not given),0.1,-3.1,1.04,0.915,24.2,-18.4,-3.8,8.5
O=C(Nc1ccc2ccccc2c1)C(=O)C1C(=O)Nc2ccccc21 (stereo not given),nt,nt,1.08,0.913,1.2,nt,-7.8,8.7
C[C@@H](C(=O)NCc1c(F)cccc1Cl)N1C(=O)N2CCc3c([nH]c4ccccc34)[C@@]2(C)C1=O,3.1,-15.1,1.05,0.855,-0.6,3.3,-5.5,14.5
CN(C)S(=O)(=O)c1cccc(COC(=O)CN2CCCCCC2=O)c1,-4.6,-1.2,1.14,0.98,0.0,-10.7,-13.6,2.0
O=C(O)CNC(=O)C(Cc1ccccc1)NC(=O)OCc1ccccc1 (stereo not given),-5.9,2.6,0.891,0.976,1.9,-11.6,10.9,2.4
CCOc1ccc(NC(=O)COC(=O)CCN2C(=O)C3CC=CCC3C2=O)cc1OCC (stereo not given),-5.9,-8.0,1.01,0.966,1.0,2.7,-0.6,3.4
COc1ccc(S(=O)(=O)N2CCOCC2)cc1C(=O)NCc1ccccc1CN1CCCC1,-1.1,-11.4,0.876,1.02,-0.8,-2.2,12.4,-1.6
CC(=O)N/N=C(\C)C1COc2ccccc2O1 (stereo not given),-7.0,-1.4,1.02,0.948,-1.8,-4.6,-2.5,5.2
Cc1csc(SCC(=O)NC2CCCC2)n1,-0.3,4.2,0.941,0.981,-0.5,-5.2,5.9,1.9
Cc1ccc(C(=O)NC2CCS(=O)(=O)C2)cc1S(=O)(=O)N1CCCC1 (stereo not given),-6.1,2.4,1.1,0.994,-1.7,9.9,-10.0,0.6
CCCCC(CC)CNC(=O)c1cc2ccccc2c(=O)o1 (stereo not given),0.8,26.4,0.902,1.07,2.7,-0.1,9.8,-7.3
CCOc1cc(N2CCOCC2)c(OCC)cc1NC(=O)COc1cccc(CC)c1,8.1,-4.8,0.896,1.07,21.5,34.5,10.4,-7.4
CC(=O)Nc1nc2ccccc2n1CCN(C)C,-6.5,3.6,1.1,0.976,-4.8,-7.3,-10.5,2.4
CC(C)c1nc(SCC(=O)NCc2ccccc2)n[nH]1,-1.4,-8.3,1.09,0.982,-2.0,7.1,-8.6,1.8
Cc1c(CC(=O)N2CCN(C(=O)C3COc4ccccc4O3)CC2)c(=O)oc2cc(O)cc(O)c12 (stereo not given),1.6,-6.2,0.898,0.985,-6.1,11.6,10.2,1.5
CCOC(=O)c1ccc(NC(=O)CCC2COc3ccccc3O2)cc1 (stereo not given),4.4,-13.8,0.982,1.08,-0.7,19.2,1.8,-7.7
COc1ccc(OC)c(NC(=O)COC(=O)CCc2nc3ccccc3c(=O)[nH]2)c1,-4.8,-12.5,1.12,1.13,-4.4,2.6,-12.4,-12.6
CCOc1ccc(NC(=O)c2ccc3snnc3c2)cc1,-4.4,7.8,0.871,0.93,-4.8,26.4,12.9,7.0
Cc1nc(SCC(=O)Nc2cc(Cl)ccc2[N+](=O)[O-])nc(C)c1C,20.7,-5.0,1.01,0.946,1.4,9.0,-1.1,5.4
O=c1oc2ccccc2c(Nc2cccc3cccnc23)c1[N+](=O)[O-],1.0,-1.1,0.917,0.992,0.1,-1.7,8.3,0.8
O=C(COc1ccccc1F)NNC(=O)c1cccc(-n2cccc2)c1,3.4,1.1,1.89,0.919,-0.6,-14.6,-88.8,8.1
O=C(Nc1nnc(-c2ccc(F)cc2)s1)c1c(F)cccc1Cl,-3.6,-14.0,1,1.02,2.7,-22.0,-0.4,-1.8
# (next part)
SMILES,HKDC1 inh,ATG4B inh,hIAP activ,mIAP activ,A3A deaminase,PfGluPho inh,hIAP inh,mIAP inh
O=[N+]([O-])c1ccc(S(=O)(=O)NCC2COc3ccccc3O2)cc1 (stereo not given),0.9,-2.6,1.06,0.946,-1.3,18.2,-5.6,5.4
Nc1nc(SCC(=O)C23CC4CC(CC(C4)C2)C3)n[nH]1,-5.3,-11.2,1.55,1.04,-0.2,-15.3,-54.7,-4.4
Cc1cc(C)cc(C(=O)Nc2cccc(NC(=O)c3ccco3)c2)c1,-3.6,17.0,1.03,1.07,0.5,-2.8,-3.5,-6.7
Cc1nc(NS(=O)(=O)c2ccccc2)sc1NC(=O)Nc1ccc(Cl)cc1,2.4,-8.8,1.2,1.01,-8.1,-23.4,-20.4,-1.5
CN(C)c1ccc(/C=N/NC(=O)CCc2nc3ccccc3[nH]2)cc1,5.6,-6.5,0.995,1.03,-5.9,2.1,0.5,-3.3
COc1ccc(NC(=O)CSc2ccc3nnc(-c4ccccn4)n3n2)cc1OC,1.6,6.8,0.964,0.941,-2.5,1.2,3.6,5.9
CC(C)(C)NC(=O)c1ccc2c(c1)C(=O)N(C1CCCCC1)C2=O,-6.2,-1.9,1.09,0.973,-3.1,-14.1,-9.3,2.7
CSc1nnc(SCC(=O)NC(=O)c2ccccc2)s1,-2.1,-1.4,0.996,1.01,-3.7,-2.6,0.4,-0.7
CC(C)(C)C(=O)Nc1sc2c(c1-c1nc3ccccc3[nH]1)CCCC2,-4.7,11.2,0.974,1.04,-1.1,-5.5,2.6,-3.8
O=C1C(=O)N(c2ccc(O)cc2)C(c2ccccc2[N+](=O)[O-])/C1=C(\O)c1ccccc1 (stereo not given),-2.4,-8.4,0.939,0.937,-3.7,-3.6,6.1,6.3
COc1ccc(C)cc1NC(=O)c1ccc(OC(F)F)cc1,-9.2,0.0,1.14,1.06,-4.2,36.4,-13.7,-6.0
CCOc1ccccc1N1CCN(C(=O)NCc2ccc(F)cc2)CC1,2.9,10.7,0.949,1.12,-1.7,-6.4,5.1,-12.4
COc1cc(NC(=S)N(C)CCC#N)c(OC)cc1Cl,-2.9,5.7,1.1,0.919,-2.6,-4.0,-10.0,8.1
COc1ccc(N2CCN(C(=O)NCc3cccc(OC)c3)CC2)cc1,-3.2,1.0,1.02,0.998,-3.3,2.4,-2.5,0.2
O=C1CC(N2CCN(c3ccc(F)cc3)CC2)C(=O)N1Cc1ccccc1 (stereo not given),1.4,1.0,0.906,0.997,-5.7,-19.6,9.4,0.3
O=C(NCc1ccccc1)c1cc(-c2ccncc2)nc2ccc(S(=O)(=O)N3CCOCC3)cc12,7.8,-0.8,0.993,0.995,-2.8,-7.5,0.7,0.5
Cn1c(SCC(=O)Nc2ccc(NC(=O)c3cccs3)cc2)nnc1-c1ccncc1,0.1,-6.6,0.907,0.95,-2.2,-0.8,9.3,5.0
NCCCCNCCCN,-4.3,-2.2,0.942,0.985,0.3,4.2,5.8,1.5
CC(=O)NC(CC(=O)NC(C)c1ccc(Cl)cc1Cl)c1ccccc1 (stereo not given),0.0,-4.6,1.33,1.3,-5.3,5.7,-32.8,-30.4
C=CCn1c(=O)n(CCOC)c(=O)c2sc3ccccc3c21,-9.7,-6.1,0.903,0.969,1.8,11.9,9.7,3.1
NNc1nc2c(F)cccc2s1,11.0,-5.0,0.873,0.79,1.1,12.0,12.7,21.0
O=C(O)C1(P(=O)(c2ccccc2)c2ccccc2)CCC1,2.5,7.5,1.09,1.05,2.0,-7.8,-8.9,-4.8
O=S(=O)(c1ccc(SCc2ccc(Br)cc2)nc1)N1CCOCC1,-4.5,-4.5,0.945,0.89,-0.5,-10.3,5.5,11.0
CN(C(=O)c1ccco1)c1nc(CC(=O)Nc2ccccc2)cs1,2.8,-1.5,0.95,0.944,-4.4,-7.6,5.0,5.6
Cc1ccc(NC(=O)NC(=O)CSc2nnc(-c3ccc(Cl)cc3Cl)n2N)c(C)c1,5.5,0.5,1.49,0.937,1.2,-14.4,-49.0,6.3

# Five of the entries above in order of their number in PfGluPho inh, high to low.
SMILES,HKDC1 inh,ATG4B inh,hIAP activ,mIAP activ,A3A deaminase,PfGluPho inh,hIAP inh,mIAP inh
CC(=O)NC(CC(=O)NC(C)c1ccc(Cl)cc1Cl)c1ccccc1 (stereo not given),0.0,-4.6,1.33,1.3,-5.3,5.7,-32.8,-30.4
CCOc1ccccc1N1CCN(C(=O)NCc2ccc(F)cc2)CC1,2.9,10.7,0.949,1.12,-1.7,-6.4,5.1,-12.4
O=C(O)C1(P(=O)(c2ccccc2)c2ccccc2)CCC1,2.5,7.5,1.09,1.05,2.0,-7.8,-8.9,-4.8
O=S(=O)(c1ccc(SCc2ccc(Br)cc2)nc1)N1CCOCC1,-4.5,-4.5,0.945,0.89,-0.5,-10.3,5.5,11.0
CC(C)(C)NC(=O)c1ccc2c(c1)C(=O)N(C1CCCCC1)C2=O,-6.2,-1.9,1.09,0.973,-3.1,-14.1,-9.3,2.7

# (more compounds)
SMILES,HKDC1 inh,ATG4B inh,hIAP activ,mIAP activ,A3A deaminase,PfGluPho inh,hIAP inh,mIAP inh
COc1ccccc1-c1cn[nH]c(=S)n1,-1.8,-12.2,0.911,0.97,-1.5,54.1,8.9,3.0
COc1ccc(N/C(C)=C2/C(=O)C(=O)N(CCO)C2c2ccc([N+](=O)[O-])cc2)cc1 (stereo not given),-2.7,1.7,0.962,0.889,-1.5,9.9,3.8,11.1
COc1cccc(C(=O)Nc2ccc3ccccc3c2)c1,-0.3,-10.3,0.899,1.07,-2.8,36.4,10.1,-7.5
Cc1ccc(C(=O)Nc2c(C(=O)N3CCOCC3)cnn2-c2ccccc2)cc1,-7.8,-8.7,1.07,1.01,-3.7,2.4,-7.3,-0.8
COc1ccc(S(=O)(=O)N2CCCC(C(=O)NC3CC3)C2)cc1OC (stereo not given),-4.1,-3.2,0.897,1.05,-3.2,2.2,10.3,-4.8
O=C(c1ccccc1)C1CCN(C(=O)c2cccs2)CC1,-1.1,-7.6,1.04,0.982,-2.6,12.9,-4.4,1.8
O=C(Nc1ccccc1N1CCCC1)c1ccc(Br)o1,-1.1,16.9,0.925,0.959,-3.5,-10.6,7.5,4.1
CC(C)(C)n1ncc2c(=O)n(Cc3ccc(Cl)cc3Cl)cnc21,-3.9,2.6,0.937,0.958,-3.1,3.9,6.3,4.2
COc1cccc(N2CN(C3CCCCC3)CNC2=S)c1,1.6,9.4,0.966,1.06,-4.3,-9.1,3.3,-5.7
Cc1ccc2nc(-c3ccc(NC(=O)CSc4nccc(=O)[nH]4)cc3)sc2c1,-1.8,-3.0,1.01,0.89,0.1,-25.8,-0.6,11.0
Cn1nc(C(F)(F)F)c2cc(C(=O)Nc3ccc(C(F)(F)F)cc3)sc21,6.2,-4.6,1.29,1.06,0.4,25.6,-29.4,-6.2
Cc1ccc(NC(=O)CSCc2ccc(F)cc2)cc1,-3.7,2.5,0.834,0.796,-1.0,5.4,16.6,20.4
O=C(CNc1cccc([N+](=O)[O-])c1)N/N=C/c1ccc([N+](=O)[O-])o1,-3.8,-0.6,0.974,0.686,4.9,18.6,2.6,31.4
COC1CCCN(Cc2c(C(=O)N3CCc4ccccc4C3)nc3ccc(Cl)cn23)C1 (stereo not given),-4.4,24.2,0.919,1,-2.2,-14.6,8.1,0.0
COc1ccc(C(=O)Cc2nnc(C)s2)c(OC)c1,13.1,-3.7,0.768,0.938,-4.3,13.5,23.2,6.2
CC(C)(C)C(=O)OCC1OC(n2cnc(C(N)=O)n2)C(O)C1O (stereo not given),9.1,13.4,0.982,1.12,2.5,-18.2,1.8,-11.7
CCCCC(=O)Nc1cc(N(C)C)nc2ccccc12,-7.2,-1.2,1.28,0.987,2.4,0.6,-27.6,1.3
